OX1R antag-1: blocks the human orexin 1 receptor; AID 485270; O43613; inhibition, % at 6.6 µM; OX1R-expressing cells, FRET antagonist read-out; actives 1.8% (n = 330,000); in the data active = inhibition mostly above about 38%, no sharp cut-off; inactive = mostly below about 40%;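 note: 0% = agonist challenge alone and 100% = reference antagonist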
Target sequence (O43613 whole entry, looked up): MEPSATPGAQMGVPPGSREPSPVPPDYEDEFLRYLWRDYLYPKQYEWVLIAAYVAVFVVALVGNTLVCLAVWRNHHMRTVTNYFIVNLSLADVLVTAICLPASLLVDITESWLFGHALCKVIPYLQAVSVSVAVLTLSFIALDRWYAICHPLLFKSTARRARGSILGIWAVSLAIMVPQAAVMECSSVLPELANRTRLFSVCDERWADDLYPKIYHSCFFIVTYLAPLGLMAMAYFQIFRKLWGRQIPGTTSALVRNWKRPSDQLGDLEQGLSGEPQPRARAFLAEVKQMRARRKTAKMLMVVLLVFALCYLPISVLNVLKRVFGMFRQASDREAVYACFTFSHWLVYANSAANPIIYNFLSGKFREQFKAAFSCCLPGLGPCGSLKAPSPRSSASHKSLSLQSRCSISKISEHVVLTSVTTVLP
OX1R antag-2: human HCRTR1 antagonism. CHO/OX1R cells, Fluo-8 calcium fluorescence, orexin A. inhibition, % at 5 µM. actives 0.43% (n = 330,000). O43613. AID 434989;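 active = inhibition above its plate's threshold, mean inhibition of all tested compounds on the plate plus 3 SD, cut at about 37% in these data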;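 note: 0% = orexin A challenge wells and 100% = SB-334867-A antagonist wells; not every result past the cut was called active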
An asterisk follows results filed as active.

SMILES	OX1R antag-1	OX1R antag-2
COC(=O)c1ccccc1NC(=O)C1CCN(C(=O)Cc2ccccc2)CC1	4	-32
CC(C)(C)C(=O)Nc1ccc(S(=O)(=O)N2CCCC2)cc1	8	-9
CCN(C(=O)COC(=O)c1ccc(OCc2c(C)noc2C)cc1)c1ccccc1	7	-12
Cc1sc2nc(CN3CCOCC3)nc(NCCc3ccccc3)c2c1C	16	-34
COC(=O)CCSc1cc(NCCOC(C)=O)c([N+](=O)[O-])c2nonc12	53*	-5
COc1ccc(N(C(=O)c2cnccn2)C(C(=O)NC2CCCCC2)c2ccc(O)cc2)cc1 (centres undefined)	16	-20
Cc1ccc(NC(=O)C/C(N)=N/O)cc1Cl	-1	-6
O=C1OCC2=C1C(c1ccc(F)cc1)Sc1ccccc1N2 (centres undefined)	44	11
CCN1C(=O)/C(=C/N2CCc3ccccc3C2)SC1=S	8	-38
CCOC(=O)c1c(C)[nH]c(C)c1S(=O)(=O)NCCCc1ccco1	31	3
CCCn1cnc2scc(-c3ccc(OC)cc3)c2c1=O	15	-13
CC(C)CCNC(=S)Nc1ccc(F)cc1	18	-11
Fc1ccc(C2CCCN2Cc2nc(Cc3ccccc3)no2)cc1 (centres undefined)	14	-24
COC(=O)n1ccc(C(=O)Nc2ccccc2F)n1	8	7
COC(=O)c1sc(SC)c(S(=O)(=O)C(C)C)c1N/N=C(\C#N)C(=O)c1ccccc1	36	-25
CCc1ccc(NC(=O)N2CCCCCC2)cc1	11	-9
O=C(NCc1ccc(F)cc1)C1CCN(S(=O)(=O)N2CCOCC2)CC1	11	-6
C/C=C/c1ccc(OCCOc2ccc(C=O)cc2OC)c(OC)c1	3	-14
COc1ccc(S(N)(=O)=O)cc1N(C)S(=O)(=O)c1ccccc1	51	-6
CCCN(CCC)C(=O)/C=C/c1cccc([N+](=O)[O-])c1	17	-24
COc1ccc(N(CC(=O)NCCSCc2ccco2)S(=O)(=O)c2ccccc2)cc1Cl	40	-8
Cc1ccccc1N1C(=O)CC1(C#N)c1ccc(OCc2ccccc2)cc1 (centres undefined)	11	-6
CCN1CCN(Cc2ccc(NC(=O)c3ccc(C)c(NC(=O)c4cccc(-c5cn[nH]c(=O)c5)c4)c3)cc2C(F)(F)F)CC1	30	-14
CCCC(c1nnnn1CCOC)N1CCN(C(=O)c2ccco2)CC1 (centres undefined)	15	-24
CCOc1ccc(S(=O)(=O)N2CCC(C(=O)NCC(=O)Nc3cccc(Cl)c3C)CC2)cc1	3	-15
O=C(Nc1ccc(S(=O)(=O)Nc2ccccn2)cc1)c1cccc(Br)c1	14	1
O=C(/C=C/c1ccccc1)c1ccoc1	9	-10
O=C(C1=C[C@@H](C2CCCCC2)C[C@@H](OCCCCO)O1)N1CCN(Cc2ccccc2)CC1	26	-28
O=C(NCCc1csc(-c2cccnc2)n1)c1c(F)cccc1F	10	-5
Cc1ccc(C)c(NNC(N)=S)c1	23	-17
S=c1nccc(-c2ccc(Cl)cc2)[nH]1	9	-10
CCCc1nnc(SCC(=O)NC2CCCCC2)n1CCOC	3	3
COc1ccc(S(=O)(=O)CC2(O)CCN(C(=O)C(C)(C)C)CC2)cc1	13	-16
O=C(NNC(=O)c1cnccn1)c1ccc(Cl)c(Cl)c1	-3	-2
CCn1cc(C2C(C(=O)Nc3ccc(Br)cn3)=C(C)NC3=C2C(=O)CCC3)c(C)n1 (centres undefined)	19	-23
Cc1ccc2[nH]nc(C(=O)N3CCCC(C(=O)c4ccc(Cl)cc4)C3)c2c1 (centres undefined)	28	13
COc1ccc2oc(C(=O)OCC(=O)NCc3ccccc3OC)c(C)c2c1	11	-4
COc1ccc(NC(=O)C23CC4CC(C2)CC(n2cnc(Br)n2)(C4)C3)cc1Cl	4	-22
COc1cccc(NC(=O)N2CCCC2C(=O)NCc2ccccc2)c1 (centres undefined)	11	-11
Cc1c(C#N)c2ccccc2n1CCOc1ccccc1F	2	-16
COC(=O)C1=C(C)NC(=O)C1(NC(=O)CN1CCCC1=O)C(F)(F)F (centres undefined)	8	-3
Cc1c(C(=O)NC2CCCCC2)oc2c1C(=O)CC(C)(C)C2	9	-18
COc1ccc(N2CC(C(=O)OCC(=O)c3cccc(OC)c3)CC2=O)cc1 (centres undefined)	0	1
CC1CCC/C(=N\NS(=O)(=O)c2ccccc2)C1 (centres undefined)	11	-5
COc1ccc(CN2C(=O)c3cccnc3C2=O)cc1S(=O)(=O)N1CCOc2ccc(C)cc21	13	-12
Clc1ccc(-c2onc3c2CCCC3)cc1	12	-14
O=[N+]([O-])c1ccc(N2CCN(C(=S)Nc3ccc(F)cc3)CC2)cc1	49	21
OC(CN1CCN(Cc2ccccc2)CC1)c1ccc(Br)cc1 (centres undefined)	20	-23
CC(C)CC(=O)N1CCN(Cc2cccc(F)c2)CC1	4	2
O=C(NCCO)/C(=C\c1cccc([N+](=O)[O-])c1)NC(=O)c1ccco1	23	4
CCOC(=O)C1=C(C)NC(=O)NC1	3	12
CC(C)(C)OC(=O)CC[C@@H](C(=O)NCCCCCCCCCCC(=O)N1CCN(C(=O)OC(C)(C)C)CC1)n1cc(CCCCCNC(=O)OC(C)(C)C)nn1	26	-31
CC(NC(=O)CSc1ncccn1)c1ccccc1 (centres undefined)	21	-5
CCc1ccc(NC(=O)CC2C(=O)N(c3ccc(C)cc3)C(=O)N2C2CC2)cc1 (centres undefined)	16	-25
COc1ccc(/C=C(/CC(=O)NCc2ccc(Cl)cc2)c2nc3ccccc3s2)cc1	22	-18
Clc1nc(-c2n[nH]nc2Cl)n[nH]1	10	-13
CCn1nc(NC(C)=O)c2cc3ccc(C)cc3nc21	21	7
O=C(CNC(=O)C1(c2ccccc2)CC1)Nc1ccc(F)c(F)c1	10	-7
Cc1ccc(C)c(C(=O)CN2C(=O)CCC2=O)c1	12	-16
Cc1c(-n2c(SCC(C)C)nc3ccccc3c2=O)c(=O)n(-c2ccccc2)n1C	28	-22

Next part.
SMILES	OX1R antag-1	OX1R antag-2
CCC(C)Nc1nc(N)c([N+](=O)[O-])c(NCCO)n1 (centres undefined)	9	-20
O=C(COc1ccccc1)NCc1nnc(SCC(=O)Nc2nccs2)n1-c1ccccc1	1	-7
O=C(CNc1n[nH]c(=O)[nH]c1=O)N/N=C/C=C/c1ccccc1	4	-4
O=C(N/N=C/c1ccc(Br)s1)c1cccs1	18	-9
CC(C)(C)c1nnc(NC(=O)CS(=O)(=O)Cc2ccccc2)s1	18	-5
COc1ccc(C)cc1NC(=O)c1cc2ccccc2cc1OCC(=O)NCc1ccco1	4	-43
CCn1c(SCc2ccc(C(=O)Nc3nccs3)cc2)nnc1-c1ccc(N)cc1	34	-23
CCCCn1cc(SCC(=O)O)c2ccccc21	14	-5
CC(C)CCOP(=O)(c1ccc(N(C)C)cc1)C(O)c1ccccn1 (centres undefined)	10	-4
CCNC(=O)CSc1nc2ccccc2c(=O)n1OC	23	-20
COc1cc2c(cc1NC(=S)Nc1cccc(C(F)(F)F)c1)oc1ccccc12	11	-9
O=C(CCCC(=O)OCC(=O)c1cccs1)Nc1ccc(F)cc1	13	-4
CN(C)c1ccc(/C=N/NC(=O)Cn2nnc3ccccc32)cc1	5	-16
Cc1cc(NC(=O)C2C3C(=O)N(CC4CCCO4)C(C(=O)NCc4ccccc4)C34C=CC2(C)O4)no1 (centres undefined)	9	-24
Cc1ccccc1NC(=O)c1c(-c2ccccc2)noc1C	19	-26
COc1cc(C(=O)OCC(=O)c2ccc(S(=O)(=O)N3CCCCC3)cc2)cc(OC)c1OC	1	-9
O=C1NC2c3ccccc3CC2O1 (centres undefined)	21	-2
COC(=O)c1cccc(NC(=O)CCNC(=O)c2ccco2)c1	5	-1
Cc1cccc(N2C(=O)/C(=C/c3cccnc3)SC2=S)c1	2	-23
CCOC(=O)Cn1c(C)[n+](CC(=O)c2ccccc2)c2ccccc21	1	4

Single entries from above:
Cc1cccc(N2C(=O)/C(=C/c3cccnc3)SC2=S)c1 – OX1R antag-1 = 2
O=C1NC2c3ccccc3CC2O1 (centres undefined) – OX1R antag-2 = -2
CCOC(=O)Cn1c(C)[n+](CC(=O)c2ccccc2)c2ccccc21 – OX1R antag-1 = 1
O=C(CNc1n[nH]c(=O)[nH]c1=O)N/N=C/C=C/c1ccccc1 – OX1R antag-1 = 4

Reprinted from the entries so far (3 entries):
SMILES	OX1R antag-1	OX1R antag-2
CCC(C)Nc1nc(N)c([N+](=O)[O-])c(NCCO)n1 (centres undefined)	9	-20
O=C(COc1ccccc1)NCc1nnc(SCC(=O)Nc2nccs2)n1-c1ccccc1	1	-7
O=C(CNc1n[nH]c(=O)[nH]c1=O)N/N=C/C=C/c1ccccc1	4	-4

Next part.
SMILES	OX1R antag-1	OX1R antag-2
CCOc1ccc(Br)cc1S(=O)(=O)Nc1ccc(C(=O)OCC(=O)N(C)c2ccccc2)cc1	-9	20
Cc1cccn2c(=O)nc(SCC(=O)N3CCCCC3)nc12	4	-11
COC(=O)c1ccc(=O)c2nc3/c(=C/O)c(O)cc(=O)c3[nH]c12	11	1
COCC(=O)Nc1ccccc1C(=O)NC(C)C	13	-6
COc1ccccc1C(=O)Nc1ccc(S(=O)(=O)Nc2cc(C)on2)cc1	0	-13
CC(O)CN1C(=O)C(CC(=O)Nc2ccc(Cl)cc2)SC1=Nc1ccccc1 (centres undefined)	10	-13
c1ccc2[nH]c(CN3CCCCCC3)nc2c1	8	-9
COc1cc(OC)cc(-c2c(C#Cc3ccsc3)c3cc(-c4ccc(OC)nc4)ccc3n2C)c1	8	-20
CCc1nnc(SCc2cn3c(C)cc(C)nc3n2)n1N	13	-20
CCOc1ccc(/C=C/C(=O)Nc2ccc(C(N)=O)cc2)cc1OC	11	0
CCN(CC)C(=O)c1nc[nH]c1C(=O)O[C@@H](C)c1ccccc1	17	-6
CC(NC(=O)C1CCC(CNS(=O)(=O)c2ccccc2)CC1)c1ccccc1 (centres undefined)	15	1
CC1(C)CC(=O)C2=C(C1)Nc1ccccc1NC2c1cc(Cl)ccc1O (centres undefined)	16	-15
COc1cc(/C=C2/NC(=O)N(Cc3ccccc3F)C2=O)cc(OC)c1OC	6	-40
CCC(C)(C(=O)NC1CCCC1)N(C(C)=O)c1ccc(C)cc1 (centres undefined)	19	-17
Cc1ccc2cc(CN(CC3CCCO3)C(=O)C(C)C)c(=O)[nH]c2c1 (centres undefined)	9	-16
COc1ccc(S(=O)(=O)CCC(=O)NC2CCCCC2)cc1	6	-19
CCC1(C)Cc2c(C#N)c(N)sc(=S)c2CO1 (centres undefined)	49	-30
Cc1onc(-c2ccccc2)c1C(=O)OCC(=O)Nc1ccc(OC(F)(F)F)cc1	1	2
CCOc1ccc(S(=O)(=O)N(C)CC(=O)NCc2ccccn2)cc1Cl	9	-20
CC(=O)N1N=C(c2cccnc2)OC1c1ccc(C(C)C)cc1 (centres undefined)	16	-6
CC(C)(C)c1ccc(S(=O)(=O)Nc2cccc(C3OCCCO3)c2)cc1	11	-2
CN(C)C(=O)CS(=O)(=O)c1ccc(Cl)cc1	3	2
O=C(/C=C/c1cc2ccccc2o1)c1ccccc1O	31	-18
CCSCc1nnc(SCC(=O)Nc2cc(F)ccc2C)n1C	-1	-17
O=C(CSc1nc2ccccc2c(=O)[nH]1)c1ccccc1	13	-23
CCc1nnc(NS(=O)(=O)c2ccc(N/C=C\C(=O)c3cccc(OC)c3)cc2)s1	10	-7
Cc1ccccc1-n1c(SCC(=O)c2cc(C)n(C)c2C)nnc1-c1ccncc1	10	-27
COC(=O)C1=NNC2(c3ccc(Cl)cc3)C(=O)N(c3ccccc3)C(=O)C12 (centres undefined)	10	-16
CCOC(=O)C1CCCN(c2oc(-c3ccc(OC)cc3)nc2C#N)C1 (centres undefined)	21	-26
Cc1cc(=O)oc2cc(OC(C(=O)O)c3ccccc3)ccc12 (centres undefined)	4	6
O=C(COc1ccc2ccccc2c1)NCCc1ccc2c(c1)OCCO2	28	-19
CCOc1ncccc1C(=O)OCC(=O)NCc1ccccc1	17	11
Cc1occc1C(=O)N1CCCC(N2CCN(c3ccccc3F)CC2)C1 (centres undefined)	0	-18
COC(=O)c1ccccc1NC(=O)CSc1nnc(COc2cccc(OC)c2)n1C	30	-6
CCOC(=O)c1c(O)c2c([nH]c1=O)CCCC2	6	-14

An excerpt of these results, as labelled records.
> COC(=O)c1ccc(=O)c2nc3/c(=C/O)c(O)cc(=O)c3[nH]c12
  OX1R antag-1: 11	OX1R antag-2: 1
> c1ccc2[nH]c(CN3CCCCCC3)nc2c1
  OX1R antag-1: 8	OX1R antag-2: -9
> COc1ccc(N2CC(C(=O)OCC(=O)c3cccc(OC)c3)CC2=O)cc1 (centres undefined)
  OX1R antag-1: 0	OX1R antag-2: 1
> CCn1c(SCc2ccc(C(=O)Nc3nccs3)cc2)nnc1-c1ccc(N)cc1
  OX1R antag-1: 34	OX1R antag-2: -23
